Autofluor 339 = intrinsic fluorescence of library compounds, ex339/em460 – biochemical, MLSMR library, data from DPM-DC assay, artefact control, profiling panel | compound autofluorescence, ex339/em460 nm, NADH buffer; active compounds read high; 1 = no-compound wells, NADH background | fluorescence fold increase at 10 µM | actives 5.5% (n = 65,000);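 active means at 10 µM, mean starting fluorescence two-fold or more over control wells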;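 further: signal is the first read of a kinetic run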
ROCK2 inh = ROCK2 (human) kinase inhibition; O75116; purified ROCK2, Kinase-Glo ATP depletion luminescence; inhibition, % at 6 µM; actives 0.35% (n = 60,000); AID 604;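 active means inhibition above the screen-wide mean inhibition plus 3 SD, cut at about 18% in these data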;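 further: plate controls were DMSO wells for no effect and Y-27632 control wells after no-enzyme background subtraction for full effect; many of its hits are not listed in these tables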
DUSP1 inh = human dual specificity phosphatase 1 inhibition; AID 374; inhibition, %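 (compounds tested at a single concentration somewhere between 10 and 100 µM)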; recombinant MKP-1, OMFP hydrolysis fluorescence; actives 0.15% (n = 65,000);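 active means inhibition above about 50%, limit read from the data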;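 further: 0% = DMSO max control wells and 100% = wells with enzyme stopped by NaOH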
Target sequence (P28562 whole entry, looked up): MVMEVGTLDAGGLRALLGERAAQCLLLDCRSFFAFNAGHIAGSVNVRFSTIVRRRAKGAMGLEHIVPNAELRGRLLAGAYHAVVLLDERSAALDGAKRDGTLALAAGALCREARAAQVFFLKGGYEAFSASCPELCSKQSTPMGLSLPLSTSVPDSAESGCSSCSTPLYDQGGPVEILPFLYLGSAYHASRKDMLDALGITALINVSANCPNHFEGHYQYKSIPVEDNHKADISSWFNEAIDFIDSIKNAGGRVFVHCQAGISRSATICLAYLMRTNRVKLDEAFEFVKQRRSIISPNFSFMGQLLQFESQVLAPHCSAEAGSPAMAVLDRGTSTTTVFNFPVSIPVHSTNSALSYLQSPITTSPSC
JNK3 blocker = JNK3 (human) kinase inhibition. P53779. purified JNK3 kinase activity, HTS. inhibition, % at 8 µM. actives 0.61% (n = 60,000). AID 746; in the data active means inhibition above about 17%;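 further: 0% = DMSO and 100% = reference inhibitor; many of its hits are not listed in these tables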
Cdc25B block = inhibitors of human Cdc25B phosphatase; recombinant Cdc25B, OMFP fluorescence Ex485/Em525; inhibition, %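 (compounds tested at 10 µM final in the well)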; actives 0.1% (n = 65,000); AID 368; in the data active means inhibition above about 50%
Target sequence (P30305 whole entry, looked up): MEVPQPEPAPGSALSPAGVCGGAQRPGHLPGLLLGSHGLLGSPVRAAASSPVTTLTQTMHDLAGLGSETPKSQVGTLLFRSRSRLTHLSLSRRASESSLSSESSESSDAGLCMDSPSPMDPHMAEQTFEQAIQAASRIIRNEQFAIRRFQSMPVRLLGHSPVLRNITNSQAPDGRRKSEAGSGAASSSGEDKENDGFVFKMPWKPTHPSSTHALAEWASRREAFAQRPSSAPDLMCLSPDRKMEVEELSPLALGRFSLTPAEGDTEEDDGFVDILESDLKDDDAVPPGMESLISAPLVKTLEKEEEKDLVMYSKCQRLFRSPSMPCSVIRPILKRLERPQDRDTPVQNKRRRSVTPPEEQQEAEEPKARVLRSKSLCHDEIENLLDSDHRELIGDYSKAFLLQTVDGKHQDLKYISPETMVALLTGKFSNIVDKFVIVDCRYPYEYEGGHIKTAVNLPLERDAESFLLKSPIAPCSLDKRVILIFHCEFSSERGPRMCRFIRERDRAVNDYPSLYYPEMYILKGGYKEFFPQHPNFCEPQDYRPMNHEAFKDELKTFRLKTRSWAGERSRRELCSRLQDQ
Hsp90 inh = displaces geldanamycin probe from tumor Hsp90; P07900; NCI-N417 lysate Hsp90, Cy3B-geldanamycin FP displacement; inhibition, % at 30 µM; actives 0.35% (n = 64,000); AID 429;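 active means inhibition above 50%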;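 further: 0% = tracer plus lysate wells and 100% = tracer alone without lysate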
PKA kinase inh = PKA (human) kinase inhibition. PKA Kemptide phosphorylation, Kinase-Glo ATP luminescence. inhibition, % at 6 µM. actives 0.1% (n = 65,000). AID 524;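 active means inhibition above the screen-wide mean inhibition plus 3 SD, cut at about 21% in these data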; further: many of its hits are not listed in these tables
A340 absorber = compounds absorbing at 340 nm | compound absorbance at 340 nm, fold over control | fold change at 10 µM | 65,000 tested, under 10 active;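 active means at 10 µM dose, initial 340 nm absorbance at least 2 fold that of control wells; inactive means change under 2 fold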;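 further: initial absorbance extrapolated from kinetic A340 decline of NADH oxidation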
Her2 expr inh = inhibitors of human Her2 kinase expression. SKBR-3 HER2 protein level, AlphaScreen, 18-24 h; active compounds read low. actives 0.69% (n = 65,000). HER2 level % of control, % at 10 µM;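 active means HER2 level under 5% of the carrier-only control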;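 further: 100% = DMSO carrier and 0% = 500 nM PU-H71 HSP90 inhibitor; lower value means stronger loss of Her2 protein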
Numbers without * were called inactive; x = not tested or not shown.

Compound,Autofluor 339,ROCK2 inh,DUSP1 inh,JNK3 blocker,Cdc25B block,Hsp90 inh,PKA kinase inh,A340 absorber,Her2 expr inh
CSc1nc2cc(S(=O)(=O)N3CCOCC3)ccc2s1,1.1,4,-3,3,-5,-4,2,1,106
Cc1cc(C)nc(SCc2nnc(SCC(=O)Nc3ccc(C)c(C)c3)n2Cc2ccco2)n1,1.1,0,24,-8,-1,-1,4,1,74
CC(C)OC(=O)CSc1nnc(-c2ccncc2)n1N,1.1,x,7,x,-6,x,3,1,81
Cc1cccc(-c2c3c(=O)n(C)c(=O)n(C)c3cn2-c2ccc(O)cc2)c1,2.1*,-1,2,-5,4,1,5,1,108
O=C(OCC(=O)c1c[nH]c2ccccc12)c1ccco1,1.1,6,-21,-2,2,-4,14,0.99,76
Cc1ccc(NC(=O)C2CCCN(S(=O)(=O)c3cnc[nH]3)C2)c(Br)c1 (stereo not drawn),1,-6,-11,-7,2,-1,-4,0.99,100
Cc1ccc(C)c(-n2c(CNC(=O)c3ccco3)nnc2SCC(=O)Nc2nnc(C)s2)c1,1.1,1,7,-4,-1,-3,8,0.97,80
CC1(C)Cc2c(C#N)c(SCc3nc4ccccc4[nH]3)nc(N3CCOCC3)c2CO1,1.4,2,-11,6,-1,0,1,1.1,91
Cc1nnc2n(Cc3ccccc3)c(=O)c3c4c(sc3n12)COC(C(C)C)C4 (stereo not drawn),1,9,25,-4,12,0,1,0.97,105
COc1cccc(N2C(=O)CC(N3CCC(C(N)=O)(N4CCCCC4)CC3)C2=O)c1 (stereo not drawn),1.1,-1,2,-14,-5,-4,3,1,55
O=c1[nH]c(CN2CCC(c3nc4ccccc4s3)CC2)nc2sc3c(c12)CCC3,1.1,-1,16,2,-4,-4,1,1,98
CCCCn1c(CN2CCN(C(=O)OCC)CC2)nc2c1c(=O)[nH]c(=O)n2C,1.2,-10,3,-3,-7,-3,1,1,176
COC(=O)C1CN(S(=O)(=O)c2ccc(C)cc2)CCN1S(=O)(=O)c1ccc(C)cc1 (stereo not drawn),1.1,0,10,5,-10,0,6,0.95,81
COC1CCCCC1NS(=O)(=O)c1ccccc1 (stereo not drawn),0.96,4,-10,6,-15,0,12,1.1,105
c1ccc(Cc2nnc3sc(-c4ccc5c(c4)OCCO5)nn23)cc1,1.5,2,18,-7,9,-6,9,1,110
Cn1c(=O)oc2cc(S(=O)(=O)NC3CCCCCCC3)ccc21,1.1,1,14,-1,30,-5,-2,0.99,102
Cc1cccc(NC(=O)C23CCC(C)(/C(=N/O)C2)C3(C)C)c1 (stereo not drawn),1.1,6,-7,-6,-1,-4,6,1,117
O=C(NCc1cccnc1)C1CCCCN1S(=O)(=O)c1ccc(F)cc1 (stereo not drawn),1.1,5,3,-1,-6,-5,8,0.97,84
O=C(NCCC1=CCCCC1)c1ccc(=O)oc1,1,-10,-16,2,-6,-2,1,1.3,183
NC(=O)CSc1nnc(COc2ccccc2)n1C1CCCCC1,1.1,0,10,2,-5,-1,-5,0.99,94
CC1(C)CC(=O)c2cnn(-c3nc4ccccc4[nH]3)c2C1,1.2,6,15,12,1,15,7,1.1,55
CN(CC(=O)NCCC1=CCCCC1)S(=O)(=O)c1ccc2c(c1)CCC(=O)N2,1,1,8,7,0,-3,0,0.99,80
Cc1cc2n(n1)C(c1ccccc1)Nc1ccccc1-2 (stereo not drawn),2*,-3,2,-1,-5,-2,-3,1,82
CCCc1cc(=O)[nH]c(SCC(=O)N2CCN(c3ccc(F)cc3)CC2)n1,1.1,6,24,-1,-10,2,7,1,89
CC(C)c1nc(N2CCOCC2)c(C#N)c2c1CCC2,2*,13,-29,0,23,-3,7,1,108
COc1ccc(NC(=O)c2oc3ccc(S(=O)(=O)N4CCC5(CC4)OCCO5)cc3c2C)cc1,1.1,5,25,2,-9,-2,9,1,93
Cc1ccccc1NC(=O)CC1SCCNC1=O (stereo not drawn),1.1,0,-11,-5,-14,0,6,1,78
CCCCn1c(CN2CCN(c3cccc(Cl)c3)CC2)nc2c1c(=O)[nH]c(=O)n2C,1.2,-14,35,-7,-3,-1,11,1,92
Cc1ccc(C)c(NC(=O)CS(=O)(=O)c2cn(C)c3ccccc23)c1,1.1,x,x,x,x,x,9,0.98,126
Cn1c(=O)n(CC(=O)OCc2ccccc2)c(=O)c2c1nc1n2CCCN1C1CCCCC1,1.1,-3,-5,0,-7,1,0,1,90
CC1(C)Cc2ccccc2-c2nnc(-c3cccc(O)c3)n21,1.1,10,2,-3,-19,-1,7,1,101
CN(C)S(=O)(=O)c1ccc(S(=O)(=O)N(CC(=O)Nc2ccccc2)CC2CCCO2)cc1 (stereo not drawn),1.1,-8,3,2,0,2,-7,0.98,71
Cn1c(=O)c2c(ncn2CCCc2ccccc2)n(C)c1=O,1.1,-5,13,-1,-8,-3,-6,1,113
CCOc1ccccc1-n1c(COc2ccccc2)nnc1SCC(N)=O,1,6,-14,-6,-7,-1,6,0.98,91
COc1ccccc1C1CC(=O)Nc2cc3c(cc21)OCCO3 (stereo not drawn),1.1,-1,-13,0,-2,0,-2,1,19
O=C(O)C(c1ccccc1)C1(O)CCCC1 (stereo not drawn),1.1,7,-23,-1,-9,-2,10,1,92
Cn1c(SCC(N)=O)nnc1C1CCN(C(=O)NCc2ccccc2)CC1,1,-3,-3,-3,-3,1,8,0.98,95
Cc1cc(SCC(N)=O)nc(SCC(=O)c2ccccc2)n1,1,-4,-11,-1,9,91*,-2,0.97,99
Cc1nc2oc(C(=O)c3ccc(Br)cc3)c(N)c2c2c1COC(C)(C)C2,1.2,-13,-16,4,7,2,-2,1,72
CS(=O)(=O)N1CCCC(C(=O)NCCCN2CCc3ccccc3C2)C1 (stereo not drawn),1,5,-2,1,-13,-7,15,0.98,114

4 of the entries above in order of their number in Autofluor 339, smallest number first.
mol,Autofluor 339
Cn1c(SCC(N)=O)nnc1C1CCN(C(=O)NCc2ccccc2)CC1,1
CCCc1cc(=O)[nH]c(SCC(=O)N2CCN(c3ccc(F)cc3)CC2)n1,1.1
CC1(C)CC(=O)c2cnn(-c3nc4ccccc4[nH]3)c2C1,1.2
Cc1cc2n(n1)C(c1ccccc1)Nc1ccccc1-2 (stereo not drawn),2*

Complete entries as entered above. Values in the order: Autofluor 339 | ROCK2 inh | DUSP1 inh | JNK3 blocker | Cdc25B block | Hsp90 inh | PKA kinase inh | A340 absorber | Her2 expr inh
CN(C)S(=O)(=O)c1ccc(S(=O)(=O)N(CC(=O)Nc2ccccc2)CC2CCCO2)cc1 (stereo not drawn) reads 1.1 | -8 | 3 | 2 | 0 | 2 | -7 | 0.98 | 71
Cc1ccc(C)c(NC(=O)CS(=O)(=O)c2cn(C)c3ccccc23)c1 reads 1.1 | x | x | x | x | x | 9 | 0.98 | 126

More records follow:
Compound,Autofluor 339,ROCK2 inh,DUSP1 inh,JNK3 blocker,Cdc25B block,Hsp90 inh,PKA kinase inh,A340 absorber,Her2 expr inh
Cc1ccc(NC(=O)COC(=O)CN2CSCC2=O)cc1C,1.1,3,7,8,-9,-2,7,0.98,89
CCOC(=O)c1cnc(-c2cccc(OC)c2)[nH]c1=O,1.2,8,10,-3,-7,-1,8,1.1,86
CCOC(=O)CCn1nc(-c2ccccc2)cc1N,1,-4,3,-4,-1,4,-5,0.97,114
COc1ccc(CCn2c(=N)c(C(=O)N3CCN(C)CC3)cc3c(=O)n4ccccc4nc32)cc1,1.6,4,-10,-7,1,-4,13,1.1,113
O=C(Cc1cccs1)N1CCC(c2nc3c(nnn3Cc3ccc(F)cc3)c(=O)[nH]2)CC1,1.1,0,28,3,-3,-4,-1,1,95
Cc1cc2ncc(-c3ccc(Cl)cc3)c(N)n2n1,1.1,6,-8,11,-6,2,4,1,104
O=C(CN1CCc2ccccc21)Nc1ccc2c(c1)OCO2,1.1,5,38,-5,-10,0,10,1.1,83
O=S(=O)(NCCNS(=O)(=O)c1cccs1)c1cccs1,1.1,1,-3,4,4,-2,-1,1,75
CCCC(=O)c1cc(F)c(N2CCN(CCC#N)CC2)cc1C,0.98,x,15,x,-14,x,10,1,118
CCCCCCn1c(C(C)O)nc2ccccc21 (stereo not drawn),1,1,-7,1,-2,-1,1,0.98,80
Oc1ccc2ccccc2c1C=NCc1cn2ccsc2n1,1,6,-4,5,-10,9,10,1.2,-11*
CC1(C)CC(=O)c2cnc(N3CCc4ccccc4C3)nc2C1,1.1,2,-14,-3,5,-5,6,1,95
CCOc1ccccc1Oc1c(C)oc2cc(OC(=O)N3CCOCC3)ccc2c1=O,1.1,0,11,6,-7,-1,4,1,128
COc1ccc(-n2nnnc2SCC(=O)Nc2nnc(C)s2)cc1OC,1.1,-6,3,4,-1,-1,-6,0.98,116
COc1ccc(F)cc1S(=O)(=O)Nc1ccc(C)cc1,1.1,6,6,-3,-9,-3,11,1,86
CC(=O)Nc1ccc(S(=O)(=O)Nc2cccc(NC(=O)C(C)(C)C)c2)cc1,1.1,2,4,-5,-8,-1,8,1,127
OC(COCc1ccccc1)CN1CCCC1 (stereo not drawn),1,2,-3,6,8,-15,5,1,101
O=C(On1c(-c2ccccc2)nc2ccccc2c1=O)c1ccco1,1.2,x,19,x,2,x,x,1,108
CCOC(=O)c1ccc(NC(=O)C2CCN(S(=O)(=O)CC)CC2)cc1,1.1,-2,6,-5,-7,-5,-4,1.1,96
Cc1cc2ncn(C(=O)c3c(-c4ccccc4)noc3C)c2cc1C,1.1,5,0,-3,-9,-1,8,1,103
CCOC(=O)N1CCN(C(=O)CN2C(=O)CC(C)(C)S(=O)(=O)c3ccccc32)CC1,1,x,21,x,11,3,9,1,111
COc1ccc(-n2nc(C(=O)N3CCC(C#N)CC3)c3c4ccccc4n(C)c3c2=O)cc1,0.94,3,6,3,-9,0,-5,1.1,82
COc1cccc(-c2nc3n(n2)C(c2cccs2)C(C(=O)Nc2cccnc2)=C(C)N3)c1 (stereo not drawn),1.1,6,10,1,-3,-1,6,1,97
COc1ccccc1-c1nnc(NC(=O)c2ccc(S(=O)(=O)N(C)C)cc2)o1,1,1,-3,4,0,2,8,1.1,102

Fetched one by one from the list above, 3 records:
Compound,Autofluor 339,ROCK2 inh,DUSP1 inh,JNK3 blocker,Cdc25B block,Hsp90 inh,PKA kinase inh,A340 absorber,Her2 expr inh
COc1cccc(-c2nc3n(n2)C(c2cccs2)C(C(=O)Nc2cccnc2)=C(C)N3)c1 (stereo not drawn),1.1,6,10,1,-3,-1,6,1,97
CCOC(=O)N1CCN(C(=O)CN2C(=O)CC(C)(C)S(=O)(=O)c3ccccc32)CC1,1,x,21,x,11,3,9,1,111
COc1ccccc1-c1nnc(NC(=O)c2ccc(S(=O)(=O)N(C)C)cc2)o1,1,1,-3,4,0,2,8,1.1,102

Bioassay records from PubChem BioAssay.

An excerpt; count on the stated rates, not on these rows.
